LYPLA1 counter: LYPLA1 inhibitors, primary screen, counter-screen for PME1 inhibitor project, biochemical, fluorescence polarization, FP-Rh probe ABPP; recombinant LYPLA1; 0.16% of 320,000 active; inhibition, % at 5.9 µM;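 active = inhibition above the mean of all tested compounds plus 3 SD, set per campaign, cut at about 14% in these data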;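 also: inhibitors block serine hydrolase probe labeling of LYPLA1 so polarization falls; 0% = enzyme with DMSO and 100% = wells lacking LYPLA1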
Target sequence (O75608 whole entry, looked up): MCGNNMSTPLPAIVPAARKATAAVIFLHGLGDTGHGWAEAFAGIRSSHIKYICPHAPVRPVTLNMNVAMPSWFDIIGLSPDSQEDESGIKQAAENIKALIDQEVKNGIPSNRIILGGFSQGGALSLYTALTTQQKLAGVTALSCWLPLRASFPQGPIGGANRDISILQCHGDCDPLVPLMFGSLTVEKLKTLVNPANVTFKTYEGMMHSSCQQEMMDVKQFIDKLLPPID
Fam108B inh: mouse Fam108B serine hydrolase inhibitors, primary screen, counter-screen for RBBP9 inhibitor project, biochemical, fluorescence polarization; recombinant Fam108B, FP-Rh probe fluorescence polarization; inhibition, % at 9.51 µM; 0.33% of 300,000 active;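 active = inhibition above the screen mean inhibition plus 3 SD, computed separately per campaign, cut at about 18% in these data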;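 also: inhibitors lower polarization as less probe binds the enzyme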
PME-1 primary: PME-1 inhibitors via competitive probe labeling, primary screen, biochemical, fluorescence polarization, FP-Rh probe, HTS | Protein phosphatase methylesterase 1 (Homo sapiens), Q9Y570 | recombinant PME-1 | inhibition, % at 5.9 µM | 0.53% of 320,000 active | AID 2130, 2009;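 active = inhibition above the campaign mean of all compounds plus 3 SD, cut at about 26% in these data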;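 also: competitive labeling of PME-1 active site by serine hydrolase directed probe; 0% = PME-1 with DMSO and 100% = wells lacking PME-1 enzyme; inhibitors block probe labeling so polarization falls and inhibition rises; many of its hits are not listed in these tables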
Target sequence (Q9Y570 whole entry, looked up): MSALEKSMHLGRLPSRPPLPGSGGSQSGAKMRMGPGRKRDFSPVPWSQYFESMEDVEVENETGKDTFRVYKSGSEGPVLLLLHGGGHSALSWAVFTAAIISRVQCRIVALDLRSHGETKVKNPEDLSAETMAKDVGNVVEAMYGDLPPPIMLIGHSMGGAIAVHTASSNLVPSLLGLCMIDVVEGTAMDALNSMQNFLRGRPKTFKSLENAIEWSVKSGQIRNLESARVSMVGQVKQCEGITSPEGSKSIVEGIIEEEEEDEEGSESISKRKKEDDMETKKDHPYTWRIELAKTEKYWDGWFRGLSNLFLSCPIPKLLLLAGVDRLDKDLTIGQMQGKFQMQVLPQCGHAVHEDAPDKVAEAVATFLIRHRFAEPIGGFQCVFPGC
pPAFAH FP inh: pPAFAH enzyme inhibitors, primary screen, biochemical, fluorescence polarization, human. Platelet-activating factor acetylhydrolase (Homo sapiens), Q13093. recombinant pPAFAH, FP-rhodamine probe fluorescence polarization. inhibition, % at 3.39 µM. 1.5% of 330,000 active. AID 463082, 2010;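 active = inhibition above the mean inhibition across the screen plus 3 SD, cut at about 25% in these data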;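 also: inhibitors block binding of the rhodamine activity-based probe so polarization drops; 0% = enzyme with DMSO and 100% = wells lacking pPAFAH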
PAFAH2 inh: PAFAH2 enzyme inhibitors, primary screen, biochemical, fluorescence polarization, human | Platelet-activating factor acetylhydrolase 2, cytoplasmic (Homo sapiens), Q99487 | inhibition, % at 3.39 µM | 0.99% of 340,000 active | AID 492956, 2010 | recombinant PAFAH2, FP-rhodamine activity probe;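 active = inhibition above the mean over all tested compounds plus 3 SD, cut at about 30% in these data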;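 also: inhibitors block probe labeling of enzyme so polarization drops; 0% = enzyme with DMSO and 100% = wells lacking PAFAH2 protein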
PAFAH1B2 FP inh: PAFAH1B2 enzyme inhibitors, primary screen, biochemical, fluorescence polarization, human; Platelet-activating factor acetylhydrolase IB subunit alpha2 (Homo sapiens), P68402; inhibition, % at 3.39 µM; recombinant PAFAH1B2, FP-rhodamine activity probe; 1.2% of 340,000 active;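 active = inhibition above the mean of all tested compounds plus 3 SD, cut at about 24% in these data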;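 also: 0% = enzyme with DMSO and 100% = wells lacking PAFAH1B2; many of its hits are not listed in these tables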
Target sequence (P68402 whole entry, looked up): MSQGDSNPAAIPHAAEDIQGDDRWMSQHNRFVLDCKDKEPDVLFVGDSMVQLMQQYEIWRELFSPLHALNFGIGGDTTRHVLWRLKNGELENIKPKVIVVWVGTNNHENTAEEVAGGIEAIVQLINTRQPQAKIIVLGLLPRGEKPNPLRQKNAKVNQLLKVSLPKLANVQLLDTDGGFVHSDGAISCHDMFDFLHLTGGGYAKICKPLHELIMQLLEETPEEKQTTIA
PAD4 inh: human PAD4 inhibitors, primary screen, biochemical, fluorescence polarization, 1536-well format; AID 485272, 2010; inhibition, % at 6.36 µM; Protein-arginine deiminase type-4 (Homo sapiens), Q9UM07; recombinant PAD4, RCA probe fluorescence polarization; 0.41% of 330,000 active;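 active = percent inhibition above a cutoff equal to the mean of all tested compounds plus 3 SD, cut at about 15% in these data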;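 also: 0% = PAD4 with RCA probe and DMSO and 100% = probe without PAD4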
PAFAH1B3 inh: PAFAH1B3 enzyme inhibitors, primary screen, biochemical, fluorescence polarization, human. inhibition, % at 3.39 µM. recombinant PAFAH1B3, FP-rhodamine probe. 0.28% of 340,000 active;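 active = inhibition above the screen-wide average of all tested compounds plus 3 SD, cut at about 25% in these data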;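 also: 0% = enzyme with DMSO only and 100% = wells lacking PAFAH1B3 protein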
Target sequence (Q15102 whole entry, looked up): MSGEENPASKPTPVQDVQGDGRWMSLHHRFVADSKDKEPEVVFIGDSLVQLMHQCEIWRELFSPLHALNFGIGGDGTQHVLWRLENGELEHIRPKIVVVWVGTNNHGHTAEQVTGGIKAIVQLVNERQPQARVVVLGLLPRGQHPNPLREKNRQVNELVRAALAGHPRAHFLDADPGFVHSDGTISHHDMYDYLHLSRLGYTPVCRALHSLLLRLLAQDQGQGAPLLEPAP
GSTO1 counter: inhibitors of recombinant GSTO1, primary screen, counter-screen for RBBP9 inhibitor project, biochemical, fluorescence polarization. Glutathione S-transferase omega-1 (Homo sapiens), P78417. activity-based probe fluorescence polarization. inhibition, % at 5.96 µM. 1.1% of 300,000 active;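 active = inhibition above the campaign mean inhibition plus 3 SD, cut at about 35% in these data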;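 also: 0% = GSTO1-1 with DMSO and 100% = wells lacking GSTO1-1 enzyme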
* hit, by the source's call; . = not tested or not shown. Some of the compounds tested; count on the stated rates, not on these rows.

structure	LYPLA1 counter	Fam108B inh	PME-1 primary	pPAFAH FP inh	PAFAH2 inh	PAFAH1B2 FP inh	PAD4 inh	PAFAH1B3 inh	GSTO1 counter
CCN(CC)S(=O)(=O)c1cccc(C(=O)Oc2cccnc2)c1	2	2	10	-1	9	4	-1	-6	3
CC(C)C1(C)C(=O)N=C2c3ccccc3C(=O)N21 (centres undefined)	3	0	3	0	0	1	-3	-4	-5
Cc1ccc(C(=O)N/N=C\c2c(C)nn(-c3ccccc3)c2Cl)cn1	-2	10	-6	-3	1	0	-3	1	0
COc1ccc(C(=O)Nc2cccc(S(=O)(=O)N(C)C)c2)cc1S(=O)(=O)N1CCOCC1	.	.	.	-1	2	6	1	9	.
CCOC(=O)CN(Cc1sccc1C)C(=O)Nc1ccc(OCC)cc1	-2	-2	5	-1	-1	2	-1	-2	3
CC(C)(C)OC(=O)N1CCC(C(=O)Nc2cccc(C(=O)N3CCOCC3)c2)CC1	.	.	.	3	7	3	-2	10	.
CCOc1ccc(NC(=O)CCNC(=O)Cn2cnc3ccccc3c2=O)cc1	0	-1	3	-4	8	-2	-2	9	2
CCCCNC(=O)Cn1c(=O)oc2cc(S(=O)(=O)N3CC(C)CC(C)C3)ccc21 (centres undefined)	1	-2	2	1	6	0	2	8	7
O=C(NCc1ccccn1)C(=O)N/N=C/c1ccccc1O	-2	6	1	5	8	1	-4	3	-5
C=CC[C@@H](CC(=O)N(CCO)Cc1ccccc1)C(=O)NCCOC(=O)[C@H](CC=C)CC(=O)OC(C)(C)C	.	.	.	0	-2	6	-6	4	.
O=[N+]([O-])c1cccc(S(=O)(=O)NCCCn2ccnc2)c1	-5	4	1	5	9	2	-2	1	-2
COCCn1c(=NC(=O)c2cc3ccccc3oc2=O)sc2cc(S(N)(=O)=O)ccc21	0	-13	3	2	-24	-7	-1	-27	-11
Cc1ccc(S(=O)(=O)N2CCN(S(=O)(=O)c3ccccc3Br)CC2)cc1	.	.	.	2	-1	10	-2	9	.
O=C(NCCc1ccc(Cl)cc1)c1ccc2c(c1)OCCO2	-1	1	-2	2	-4	14	5	2	-1
CCC(=O)c1ccc(N2CCN(C(=O)c3cc([N+](=O)[O-])ccc3N3CCN(C)CC3)CC2)c(F)c1	0	-2	-5	-1	-5	-1	3	-6	2

Sorted by value in PAFAH2 inh (highest first): some entries from above
Structure | PAFAH2 inh
O=[N+]([O-])c1cccc(S(=O)(=O)NCCCn2ccnc2)c1 | 9
CC(C)(C)OC(=O)N1CCC(C(=O)Nc2cccc(C(=O)N3CCOCC3)c2)CC1 | 7
CCOC(=O)CN(Cc1sccc1C)C(=O)Nc1ccc(OCC)cc1 | -1
C=CC[C@@H](CC(=O)N(CCO)Cc1ccccc1)C(=O)NCCOC(=O)[C@H](CC=C)CC(=O)OC(C)(C)C | -2

The list goes on.
structure	LYPLA1 counter	Fam108B inh	PME-1 primary	pPAFAH FP inh	PAFAH2 inh	PAFAH1B2 FP inh	PAD4 inh	PAFAH1B3 inh	GSTO1 counter
Cc1ccc(O)c(NC(=O)/C=C/C(=O)O)c1	-2	1	-1	12	3	11	-2	11	15
COc1cc(C2c3c(-c4ccccc4)n[nH]c3C(=O)N2c2ccc(C(=O)O)cc2)ccc1O (centres undefined)	0	-2	4	6	1	6	-1	1	-13
COc1ccc(S(=O)(=O)N(C)C[C@H]2Oc3ccc(NS(=O)(=O)c4ccccc4)cc3C(=O)N([C@H](C)CO)C[C@@H]2C)cc1	.	.	.	10	5	9	-3	5	.
CC(C)Cc1nnc(NC(=O)CCNC(=O)c2ccco2)s1	6	3	3	2	-5	-5	3	0	5
CCN(C(=O)CN1C(=O)/C(=C/c2ccc(F)cc2)SC1=S)C1CCS(=O)(=O)C1 (centres undefined)	-4	0	2	0	-3	7	-17	9	11
CCN1CCN(C(=O)CCN2C(=O)c3ccccc3S2(=O)=O)CC1	1	0	7	-2	1	9	-1	1	-8
CCOC(=O)c1sc(NC(=O)CSc2nnnn2-c2ccccc2)c(C(=O)OCC)c1C	-1	-3	-1	-2	-2	3	-3	5	-3
COc1cc(C(C)=O)ccc1COc1ccc(C(=O)OCC(N)=O)cc1OC	-6	-2	-3	-2	2	0	2	-1	-5
O=C(CNC(=O)c1ccc(-c2ccccc2)cc1)OCc1ccc(Cl)cc1	0	4	2	-1	-4	1	-2	2	3
CC(=O)c1ccc(NC(=O)CSc2nnc(NC(=O)c3ccco3)s2)cc1	-1	0	5	2	5	3	0	11	-11
O=C1COc2ccccc2N1Cc1ccccc1Cl	-4	2	-4	3	-3	2	4	9	0
Cn1cc[n+](C)c1COc1ccc(C=O)cc1	-1	2	-3	-2	2	1	2	6	1
CCOc1ccc(N(CC(=O)NCc2ccc(OC)cc2)S(=O)(=O)c2c(C)[nH]c(=O)[nH]c2=O)cc1	1	1	-1	-1	1	4	-7	8	8
CCC(C(=O)NCC1CCCO1)N(C(=O)c1snc(C(N)=O)c1N)c1ccc(Cl)cc1 (centres undefined)	3	-1	-5	-2	-2	1	-4	4	2
COc1ccc(-c2nc(C)sc2C)cc1	3	-3	-1	-2	2	0	0	0	2

structure	LYPLA1 counter	Fam108B inh	PME-1 primary	pPAFAH FP inh	PAFAH2 inh	PAFAH1B2 FP inh	PAD4 inh	PAFAH1B3 inh	GSTO1 counter
Cc1ccc(C(=O)CCNc2ccc(Cl)cc2)o1	3	2	4	4	3	6	-4	4	-2
COc1ccc(NC(=O)Cn2c(=O)c(C)nc3ccccc32)cc1Cl	-5	-2	2	4	9	0	0	7	10
CCc1ccc(S(=O)(=O)/N=C2\C=CC(=O)c3ccccc32)cc1	-17	24*	12	40*	.	.	4	.	67*
O=C1N(c2ccccc2C(F)(F)F)O[C@]1(c1ccccc1)C1CCCC1	-2	.	-1	-3	-4	3	2	2	.
O=C(CSc1nnc(-c2ccncc2)n1-c1ccccc1Cl)Nc1ccc(C(=O)O)cc1	-3	3	-1	1	0	5	1	1	-8
O=C(NCCCN1CCN(c2cccc(Cl)c2)CC1)c1cccc(N2CCCC2=O)c1	6	-3	3	-1	4	5	-5	10	11
Cc1ccc(NC(=O)c2ccc(C(=O)c3ccccc3)cc2)nc1	6	1	-1	1	-2	1	3	3	-2
CC1CCCC(C)N1CCCNC(=O)CN1C(=O)COc2ccc(S(=O)(=O)N3CCOCC3)cc21 (centres undefined)	-3	6	5	-3	6	-2	1	2	0
CCOC(=O)Nc1ccc(S(=O)(=O)NCCCN2CCOCC2)cc1	5	3	-4	9	-1	3	-5	0	-4
O=S(=O)(c1cc(Cl)ccc1Cl)N1CCCCC1	3	0	2	7	-3	0	2	-6	7
CCn1nc(C(=O)Nc2ccc(C)c(C)c2)c(Cl)c1Cl	3	4	3	-1	11	-3	1	2	3
COC(C(=O)N1CCC(n2nccc2NC(=O)C2CC2)CC1)c1ccccc1 (centres undefined)	4	-2	0	0	4	3	0	5	-1
COc1cc2ccccc2c2c1CCCC2=O	-1	-5	-11	-8	4	1	1	5	-8
O=C(N=Nc1c(O)[nH]c2ccccc12)c1cc(-c2ccc(F)cc2)n[nH]1	-3	-4	10	5	3	-7	-3	6	1
COc1ccc(-c2csc(NC(=O)c3cc(C)oc3C)n2)cc1OC	1	-6	7	12	-9	2	-7	6	-1

structure	LYPLA1 counter	Fam108B inh	PME-1 primary	pPAFAH FP inh	PAFAH2 inh	PAFAH1B2 FP inh	PAD4 inh	PAFAH1B3 inh	GSTO1 counter
O=C(CSc1nnc(NC(=O)c2ccccc2)s1)NCc1ccco1	-2	1	-9	-10	3	1	-3	2	-5
COc1ccc(OC)c(NC(=O)Cc2cccs2)c1	3	7	3	11	4	4	0	6	5
CCC(=O)Nc1ccc(Cl)c(NC(=O)c2cccc(OC)c2)c1	2	-4	1	-2	-3	1	-1	4	5
COc1cc(OC)c(C(=O)NC2CCCCCC2)cc1OC	-1	0	4	1	-5	0	2	10	-4
COc1ccc2[nH]c3c(=O)n(CCCCCC(=O)NCCC(C)C)c(=S)[nH]c3c2c1	-2	-11	-4	-8	2	-1	-7	2	15
CC(C)c1nnc(NC(=O)c2nc(S(=O)(=O)Cc3ccccc3F)ncc2Cl)s1	0	0	-2	4	.	.	-2	.	-1
CSCCC(NC(=O)c1cc(C(C)(C)C)oc1C)C(=O)O (centres undefined)	0	-1	0	2	3	3	-2	7	0
N#C/C(=C\c1ccncc1)c1nc2ccccc2o1	0	0	-4	5	.	.	-15	.	-6
CCc1nc2ccc(C(=O)O)cc2nc1CC	-2	4	-6	5	2	-4	1	11	1
C/C(Cn1ncc(N2CCOCC2)c(Cl)c1=O)=N\O	0	-1	-3	5	1	3	2	1	-1
CC(NC(=O)COC(=O)/C=C/c1cccc(F)c1)c1ccccc1 (centres undefined)	.	.	.	6	46*	9	-5	0	.
COc1ccc(Cl)cc1C(=O)NCCN(C)C	-3	0	3	1	10	5	0	3	4
O=c1c2ccccc2[nH]c(=S)n1C1CCCCC1	-1	5	4	2	3	-1	1	7	4
O=C(NCC(=O)N(c1ccc(F)cc1)C(C(=O)NC1CCCCC1)c1cccnc1)c1ccco1 (centres undefined)	4	3	-2	6	-5	-4	-2	-4	-2
Nc1nc(CN2CCCCCC2)nc(Nc2ccc(F)cc2)n1	4	1	-1	3	-7	5	1	2	-7

structure	LYPLA1 counter	Fam108B inh	PME-1 primary	pPAFAH FP inh	PAFAH2 inh	PAFAH1B2 FP inh	PAD4 inh	PAFAH1B3 inh	GSTO1 counter
Nc1sc2c(c1C(=O)c1ccccc1)CCCC2	4	4	0	12	-3	-2	-4	1	6
Cc1cccc(C(=O)N[C@@H](C)C(=O)N2CCN(c3ncccn3)CC2)c1	-1	.	2	0	2	-1	1	7	.
CC1CCN(S(=O)(=O)c2ccc(NC(=O)CN3CCN(C)CC3)cc2)CC1	-1	0	4	-1	-4	13	-1	-4	0
O=C(O)c1ccc(Cn2cc(C(F)(F)F)ccc2=O)cc1	1	-1	4	0	3	2	-5	8	2
Cc1ccc(OCC(=O)N2CCN(c3ccc([N+](=O)[O-])c(N4CCOCC4)c3)CC2)cc1	41*	1	-4	0	12	-1	1	3	14
CCN(CC(=O)Nc1c(F)cccc1F)C(=O)CCCc1nc2ccccc2c(=O)[nH]1	2	7	-5	2	-2	4	4	-1	21

Entries listed so far containing a thiophene ring, fused or not:
structure	LYPLA1 counter	Fam108B inh	PME-1 primary	pPAFAH FP inh	PAFAH2 inh	PAFAH1B2 FP inh	PAD4 inh	PAFAH1B3 inh	GSTO1 counter
CCOC(=O)CN(Cc1sccc1C)C(=O)Nc1ccc(OCC)cc1	-2	-2	5	-1	-1	2	-1	-2	3
CCOC(=O)c1sc(NC(=O)CSc2nnnn2-c2ccccc2)c(C(=O)OCC)c1C	-1	-3	-1	-2	-2	3	-3	5	-3
COc1ccc(OC)c(NC(=O)Cc2cccs2)c1	3	7	3	11	4	4	0	6	5
Nc1sc2c(c1C(=O)c1ccccc1)CCCC2	4	4	0	12	-3	-2	-4	1	6

Screening data deposited in PubChem by The Scripps Research Institute Molecular Screening Center.
